Eya2 inh – inhibitors of human Eya2 phosphatase activity; recombinant Eya2, OMFP fluorescence dephosphorylation (OMFP is methylfluorescein phosphate); Potency, µM (series often up to 76.9 µM), for inactives: at the highest dose activity, negative = inhibition, actives largely listed as inhibitors; actives 0.006% (n = 330,000); AID 488837; note: potency is the fitted concentration of half-maximal effect
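Eya2 (0.2 uM) preincubated 10 min at ambient with compound, then OMFP substrate added at 50 uM; 10 min reaction in 50 mM HEPES pH 7.5, 50 mM NaCl, 5 uM MgCl2, 0.05% BSA, 1 mM DTT. Fluorescence read at Ex 485/Em 525 nm.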
GALK inh – blocks human galactokinase activity; P51570; Purified GALK, Kinase-Glo residual ATP luminescence; Potency, µM (doses to about 57.5 µM), without a hit: at the highest dose activity change, negative = inhibition, actives largely listed as inhibitors; actives 0.007% (n = 270,000); AID 1868; note: potency is the fitted concentration of half-maximal effect
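Luminescence from leftover ATP (Ultra-Glo luciferase/luciferin) served as read-out after a 1 h room-temperature reaction of 5 nM GALK with 35 uM ATP and 100 uM galactose.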
uPA surface inh – inhibitors of cell surface uPA generation; cell surface uPA generation assay, qHTS; Potency, µM (top dose mostly 38.3 µM), for inactives: top-dose activity change, negative = inhibition, most hits filed as inhibitors; actives 0.31% (n = 330,000); active = well fitted inhibition curve with a large enough effect; inconclusive = small, poorly fitted or top-dose-only effect; inactive = no such curve, though single readings can be large or run the other way; tested in mouse RAW 264.7 cells; note: potency is the fitted concentration of half-maximal effect; nearly all actives have a fitted effect of over 55% in size
Chronic BCR inh – chronic active BCR signaling inhibition. ABC-DLBCL IkBa-CBG/CBR reporter, luminescence ratio, 4 h. actives 0.05% (n = 340,000). Potency, µM (highest dose often 46.1 µM), without a hit: at the top dose ratio change, negative = lower green/red ratio, hits mostly inhibitors. AID 493014; active = well fitted inhibition curve with a large enough effect in the signal ratio, with a control signal flat, not every such curve was filed as active; inconclusive = small, poorly fitted or top-dose-only effect, or effect the other way, or a change in a side signal; the % refers to the signal ratio;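 note: potency is the fitted concentration of half-maximal effect; plate controls were basal doxycycline-induced cells for no effect and cells given 10 µM MG132 for full effect; MG132 reads +100%, hits lower the ratio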
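TMD8 human ABC-DLBCL cells with doxycycline-inducible IκBα–green luciferase fusion and unfused red luciferase, in 0.5% FBS medium; compounds up to 46 uM, 4 h at 37C. Green/red luminescence ratio, filter-overlap corrected, fitted to concentration-response curves.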
USP2a inh – blocks human ubiquitin-specific protease USP2a; O75604; USP2 core, Ub-CHOP2 coupled fluorogenic reporter, 485/531; Potency, µM (series often up to 38.3 µM), without a hit: at the highest dose activity change, negative = inhibition, most hits filed as inhibitors; actives 0.01% (n = 330,000);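 note: potency is the fitted concentration of half-maximal effect; plate controls were DMSO wells for no effect and full inhibition by NEM control for full effect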
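USP2 core (10nM final) preincubated 30min RT with compound in 20mM Tris-HCl pH 8.0, 2mM CaCl2, 2mM beta-mercaptoethanol, 0.05% CHAPS; 25nM Ub-CHOP2 plus 25nM reporter substrate added, fluorescence (Ex485/Em531) read after 60min.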
Giardia killer – kills Giardia lamblia | AID 540267 | Giardia lamblia trophozoite viability | activity change, % at 7.66 µM, hits read low | actives 0.15% (n = 340,000); in the data active = activity change below about -80%; inconclusive = between about -30% and that limit;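 note: parasites exposed to compound for two days anaerobically before the ATP read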
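Trophozoites 100 cells/well + cpd; 48 hrs, 37 deg C, anaerobic. ATPLite 1-Step added, 15-30 min RT, luminescence read (ATP-based viability).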
FBPA coupling cs – inhibits coupling enzyme system, counter-screen for aldolase hits | coupling enzyme system counterscreen, AmpLite Red fluorescence | activity change, negative = inhibition, % at 58.2 µM, hits read low | actives 0.67% (n = 290,000) | AID 2472; in the data active = activity change below about -30%
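Counterscreen of the coupled detection system alone, without aldolase: glyceraldehyde-3-phosphate coupling enzymes plus AmpLite Red readout. Compounds at 57.5 uM final, 10 min RT preincubation, 20 min RT reaction, fluorescence 525/598 nm.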
B2AR arrestin – agonists driving beta-arrestin recruitment to human beta2-adrenergic receptor; Potency, µM (highest dose often 46.1 µM), without a hit: at the highest dose activation, usual class: activators; P07550; actives 0.02% (n = 330,000); AID 492947; beta-arrestin recruitment to beta2AR, cell-based reporter;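 note: potency is the fitted concentration of half-maximal effect; 0% = DMSO controls and full agonism = EC100 isoproterenol or metaproterenol; nearly all actives have a fitted effect of over 65% in size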
PKM2 activator – PKM2 (human) enzyme activation. Potency, µM (top dose mostly 57.5 µM), for inactives: at the highest dose activation, most hits filed as activators. actives 0.34% (n = 260,000). AID 1631. purified PKM2, Kinase-Glo ATP luminescence, activation; response scale: 0% is enzyme alone, no compound. P14618; note: potency is the fitted concentration of half-maximal effect; nearly all actives have a fitted effect of over 55% in size
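hPK-M2, >95% pure; 0.1 mM ADP / 0.5 mM PEP final; imidazole pH7.2 buffer w/ 7 mM MgCl2, 50 mM KCl; 1 h RT; Kinase-Glo lum. Intermediate enzyme activity for dual inhibitor/activator qHTS.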
hERG WT inh – blocks the wildtype human KCNH2 potassium channel; U2OS, BacMam KCNH2, thallium flux FluxOr; stronger effect = lower value; Q12809; AID 720551; activity change, % at 1.84 µM; actives 0.37% (n = 340,000);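 active = maximum activity change below -70%; inconclusive = maximum activity change between -70% and -50%; inactive = maximum activity change above -50%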
Target sequence (Q12809 whole entry, looked up): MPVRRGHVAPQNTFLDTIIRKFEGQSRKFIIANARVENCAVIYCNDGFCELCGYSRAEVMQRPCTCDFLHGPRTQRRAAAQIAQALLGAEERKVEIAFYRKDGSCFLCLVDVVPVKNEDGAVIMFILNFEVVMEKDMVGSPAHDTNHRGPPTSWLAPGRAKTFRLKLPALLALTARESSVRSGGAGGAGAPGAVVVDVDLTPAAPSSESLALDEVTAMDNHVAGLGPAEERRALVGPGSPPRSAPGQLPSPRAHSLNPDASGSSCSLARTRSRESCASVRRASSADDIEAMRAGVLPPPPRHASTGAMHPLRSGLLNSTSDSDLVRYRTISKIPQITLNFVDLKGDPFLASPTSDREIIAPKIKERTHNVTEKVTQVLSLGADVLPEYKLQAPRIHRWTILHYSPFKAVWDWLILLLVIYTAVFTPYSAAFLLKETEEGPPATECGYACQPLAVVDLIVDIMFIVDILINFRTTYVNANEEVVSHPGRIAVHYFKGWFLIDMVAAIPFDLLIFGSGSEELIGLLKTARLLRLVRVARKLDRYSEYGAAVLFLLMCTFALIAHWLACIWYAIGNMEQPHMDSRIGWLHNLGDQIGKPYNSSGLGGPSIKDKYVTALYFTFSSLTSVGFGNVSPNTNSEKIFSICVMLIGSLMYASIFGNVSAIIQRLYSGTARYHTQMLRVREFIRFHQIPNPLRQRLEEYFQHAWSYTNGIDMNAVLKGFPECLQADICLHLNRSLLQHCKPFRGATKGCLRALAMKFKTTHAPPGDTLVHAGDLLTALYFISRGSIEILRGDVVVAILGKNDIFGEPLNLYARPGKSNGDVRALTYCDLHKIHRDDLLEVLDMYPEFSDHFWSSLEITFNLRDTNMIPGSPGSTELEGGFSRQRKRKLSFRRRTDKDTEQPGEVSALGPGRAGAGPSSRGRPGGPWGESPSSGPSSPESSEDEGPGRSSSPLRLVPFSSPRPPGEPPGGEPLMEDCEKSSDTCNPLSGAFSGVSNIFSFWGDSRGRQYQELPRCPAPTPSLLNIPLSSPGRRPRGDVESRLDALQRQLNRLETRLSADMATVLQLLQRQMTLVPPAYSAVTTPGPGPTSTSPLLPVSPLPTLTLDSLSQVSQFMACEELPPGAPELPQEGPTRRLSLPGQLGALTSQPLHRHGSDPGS
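U2OS cells were transduced with wild-type KCNH2 virus (2.03 x 10^8 / mL) for 4 h at room temperature, then cultured overnight at 37 C. Thallium flux was read with FluxOr dye. Rate constants were normalized to DMSO controls.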
KCNH2 3.1 block – inhibitors of human KCNH2 3.1 potassium channel isoform | U2OS KCNH2 3.1, thallium flux FluxOr; stronger effect = lower value | activity change, % (tested at about 1.8 µM) | actives 0.95% (n = 340,000) | AID 720553;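 active = maximum activity change below -70%; inconclusive = maximum activity change from -70% to -50%; inactive = maximum activity change above -50%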;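 note: thallium influx rate constant from kinetic fluorescence after stimulation buffer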
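Thallium flux via FluxOr fluorescence (Red40 quencher, 45 min loading) in U2OS cells virally expressing the KCNH2 3.1 isoform (1.77 x 10^8 /mL virus, overnight at 37 C). Rate constants from 2-min kinetic reads post-stimulation, normalised to positive and negative controls.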
* marks the source's active call; other numbers are inactive results; ? = inconclusive; . = not tested or not shown; [ ] = another dose, or the depositor's remark. Unless noted, calls come from the whole dose curve; as a rule, active = well fitted curve in the direction sought with a large enough effect; inconclusive = small, poorly fitted or top-dose-only effect, or another doubt; inactive = no such curve, though single readings can be large; an effect the other way counts as inactive or inconclusive. Unless noted, % is set by controls: 0 for no effect and ±100 for the full control effect. Hits appear at their usual frequency. About 2.4% of those tested had a hit in this group.

SMILES	Eya2 inh	GALK inh	uPA surface inh	Chronic BCR inh	USP2a inh	Giardia killer	FBPA coupling cs	B2AR arrestin	PKM2 activator	hERG WT inh	KCNH2 3.1 block
CCOC(=O)c1ccccc1NC(=O)c1cccc2c1C(=O)N(C1CCN(C(=O)OCC)CC1)C2	-8%	2%	-8%	10%	3%	-3	4	0.5%	9%	5	2
NC(=NCCc1ccccc1)NS(=O)(=O)c1ccc(F)cc1	-4%	0%	3%	5%	4%	-22	2	-1.1%	1%	5	2
COc1ccc(NC(C)=O)cc1C#N	3%	4%	.	4%	1%	-18	7	0.2%	-1%	-7	-5
O=C(Nc1ccccc1Br)C1CCC(=O)N1Cc1ccccc1Cl (configuration not stated)	10%	0%	.	-9%	0%	17	1	-0.2%	-4%	-6	-8
CSc1ncccc1C(=O)NCC(=O)Nc1ccc(F)c(F)c1	2%	5%	-4%	-4%	1%	18	-1	5.6%	4%	-15	13
C=CCNC(=O)COC(=O)c1ccccc1C(=O)N(C)C1CCCCC1	18%	.	-15%	?	3%	10	0	-0.2%	-11%	-6	-110*
COc1ccc(NC2CCCN(C(=O)c3csc(C)n3)C2)cc1 (configuration not stated)	0%	-3%	3%	1%	0%	2	5	0.4%	-4%	-1	12
O=C(O)c1ccc(Cn2nnc3sc4c(c3c2=O)CCCC4)cc1	6%	-1%	-3%	?	7%	-12	16	0.1%	-2%	-7	2
O=C(Cn1cnc2ccccc21)N/N=C/C(Br)=C/c1ccccc1	0%	0%	-3%	-25%	-2%	-8	1	-0.4%	-1%	3	2
CC1=CC(C)(C)Nc2ccc(OC(=O)c3cccnc3)cc21	2%	-1%	5%	?	-2%	13	-18	-0.2%	16%	-4	-1
Cc1cccc(-n2c(O)c(C=NC3CCS(=O)(=O)C3)c3ccccc3c2=O)c1C (configuration not stated)	-12%	-2%	-2%	13%	-4%	17	1	-0.9%	3%	0	3
CCOC(=O)Cn1c(=N)n(Cc2ccccc2F)c2ccccc21	-16%	-8%	0%	-7%	2%	3	6	-0.2%	0%	4	4
CCc1ccc2c(c1)C1(NN=C(c3ccc(C)cc3)S1)C(=O)N2 (configuration not stated)	-25%	1%	-8%	?	-7%	0	1	5.8%	-6%	-2	-3
CC1=C(C)Cc2c(OC(=O)c3ccccc3)ccc(OC(=O)c3ccccc3)c2C1	-3%	-4%	.	-1%	7%	.	5	-0.9%	-3%	.	.
O=C1CC(N2CCN(c3nc4ccccc4s3)CC2)C(=O)N1Cc1cccs1 (configuration not stated)	-12%	-2%	-3%	-7%	1%	7	-1	0.2%	5%	24	-17
O=C(c1ccc2c(c1)N(Cc1ccccc1)C(=O)c1ccccc1S2)N1CCCC1	-7%	-1%	3%	?	-9%	-13	4	0.6%	3%	7	9
COc1ccc(/C=C/C(=O)Nc2cc(F)ccc2C)cc1S(=O)(=O)N1CCOCC1	-12%	2%	-4%	0%	0%	12	1	0.0%	-5%	-3	5
COc1ccc2nc(NC(=O)c3sc4nc(C)cc(C)c4c3N)sc2c1	-13%	-2%	?	?	6%	-24	12	-0.9%	-10%	-11	-14
CCN(CC)S(=O)(=O)c1ccc(N2CCCCC2)c(NC(=O)/C=C/c2cc(OC)c(OC)c(OC)c2)c1	-1%	-2%	2%	-3%	-4%	-2	-1	-2.2%	2%	-9	9
CCN(CC)CCCNCC(=O)Nc1ccc(OC)c(Cl)c1	3%	-2%	.	-6%	-17%	.	3	-0.2%	4%	.	.
Cc1ccc(S(=O)(=O)N2CCOCC2)cc1C(=O)Nc1cccc(S(=O)(=O)N2CCCC2)c1	4%	-1%	3%	?	2%	-12	0	0.1%	-5%	19	-4
Nc1nonc1-n1nnc(C(=O)N/N=C/c2ccccc2F)c1CN1CCc2ccccc21	-1%	-1%	-3%	?	-1%	38[activator]	-8	-0.7%	.	3	-19
Cc1nc(-c2cccc3ccccc23)ccc1C(=O)O	16%	.	7%	2%	4%	-12	21	-0.4%	-11%	2	3
COc1ccc(CC(NC(C)=O)C(=O)NC2CCN(c3nc(C)cc(C)c3C#N)CC2)cc1OC (configuration not stated)	-14%	3%	13%	1%	0%	-21	-7	0.1%	1%	3	16
COC(=O)c1ccc2c(=O)n(Cc3ccc4c(c3)OCO4)c(=S)[nH]c2c1	?	4%	12%	7%	2%	0	2	-0.9%	.	-4	5
CCCc1ccc(C2C3=C(CC(C)(C)CC3=O)NC3=C2C(=O)c2ccccc23)cc1 (configuration not stated)	-18%	-1%	-24%	12%	-1%	-12	-4	0.1%	16%	-9	-13
Cc1ccc(C(=O)c2ccccc2C(=O)OCC(=O)NCC2CCCO2)cc1 (configuration not stated)	7%	0%	-2%	-3%	0%	1	-2	0.2%	0%	-17	11
S=C1Nc2ccccc2Sc2ccc(Cl)cc21	-15%	0%	0%	?	6%	15	2	0.4%	-1%	33	-10
Cn1cnnc1SC(C(=O)c1ccccc1)c1ccccc1 (configuration not stated)	26%	2%	-1%	0%	-2%	38[activator]	3	0.2%	-1%	-2	-17
CCOC(=O)/C(C#N)=C/c1c(N2CCN(C)CC2)nc2ccccn2c1=O	-1%	-2%	-2%	-1%	-3%	-9	2	-1.1%	.	12	44

Grouped by structure, the compounds so far containing a Cl atom (3)
SMILES	Eya2 inh	GALK inh	uPA surface inh	Chronic BCR inh	USP2a inh	Giardia killer	FBPA coupling cs	B2AR arrestin	PKM2 activator	hERG WT inh	KCNH2 3.1 block
O=C(Nc1ccccc1Br)C1CCC(=O)N1Cc1ccccc1Cl (configuration not stated)	10%	0%	.	-9%	0%	17	1	-0.2%	-4%	-6	-8
CCN(CC)CCCNCC(=O)Nc1ccc(OC)c(Cl)c1	3%	-2%	.	-6%	-17%	.	3	-0.2%	4%	.	.
S=C1Nc2ccccc2Sc2ccc(Cl)cc21	-15%	0%	0%	?	6%	15	2	0.4%	-1%	33	-10

More results:
SMILES	Eya2 inh	GALK inh	uPA surface inh	Chronic BCR inh	USP2a inh	Giardia killer	FBPA coupling cs	B2AR arrestin	PKM2 activator	hERG WT inh	KCNH2 3.1 block
CN(C)/C=C/C(=O)c1ccn(S(=O)(=O)c2ccccc2)c1	11%	0%	?	?	2%	?	2	0.4%	.	-10	2
COc1ccc(OC)c(Nc2nc(N)nc(CCl)n2)c1	17%	1%	-3%	29%	-1%	6	1	-0.5%	-3%	4	-1
CCOC(=O)c1c(NC(=O)C2C3CCC(O3)C2C(=O)O)sc(C)c1-c1ccc(F)cc1 (configuration not stated)	1%	0%	2%	?	-1%	13	20	0.1%	-17%	-19	.
Oc1c(C=NCc2ccc(F)cc2)[nH]c2ccc(Br)c(Cl)c12	-9%	0%	.	5%	-1%	.	-25	-0.2%	2%	.	.
CN(C)c1ccc(NC(=O)COC(=O)c2cc(Cl)ccc2[N+](=O)[O-])cc1	-2%	-4%	-2%	2%	4%	-5	1	0.2%	11%	7	25
C[C@@H]1CN([C@H](C)CO)C(=O)c2cc(NS(=O)(=O)c3cn(C)cn3)ccc2O[C@@H]1CN(C)S(C)(=O)=O	7%	.	1%	1%	3%	11	.	-0.1%	.	9	-16
COc1ccc(C(=O)NC(=S)NNC(=O)CNC(=O)C2CCCCC2)cc1	17%	-1%	7%	?	0%	-8	-1	-0.2%	0%	-1	0
C/C(=N\NC(=O)Cn1nc(C)c([N+](=O)[O-])c1C)c1ccco1	-6%	.	-4%	?	-1%	25	-1	-0.7%	2%	-8	9
COc1ccc(Cl)cc1C(Nc1cccnc1)c1ccc2cccnc2c1O (configuration not stated)	-8%	-1%	-17%	?	-11%	4	-6	?	19%	-9	-1
CCOC(=O)Cc1csc(SCC(=O)N2CCN(c3ccc(OC)cc3)CC2)n1	30%	0%	.	2%	0%	10	1	-0.1%	?	-1	-17
Cc1nc2c(c(=O)n1CCC1=CCCCC1)c1nc3ccccc3nc1n2/N=C/c1ccccc1	-15%	0%	4%	-11%	8%	12	-1	-0.3%	2%	-7	10
Cc1onc(-c2c(F)cccc2Cl)c1C(=O)NC1CC1	-1%	-3%	7%	4%	-1%	3	.	-0.5%	-8%	10	4
CC(=O)O[C@@H]1C[C@H]2C(C)=C[C@H]3OC(=O)[C@@H](C)[C@H]3C[C@H]2[C@]1(C)O	-1%	4%	12%	-2%	5%	-19	1	-0.6%	2%	-2	7
CC1CCN(c2nc3c(c(=O)n(C)c(=O)n3C)n2CCSc2nc3ccccc3o2)CC1	22%	5%	.	?	-1%	.	-4	3.7%	-2%	.	.
O=C(C1CCCC1)N1CCN(S(=O)(=O)c2ccc(Cl)cc2)CC1	19%	12%	-1%	-4%	1%	2	3	3.3%	.	-1	-4
Cc1ccc(NC(=S)NC(=O)c2ccc(-c3ccc(Cl)cc3)o2)c(O)c1	-10%	-2%	0%	-4%	-4%	1	5	-0.4%	-5%	15	3
